GDH-TPI counter – counter-screen for M. tuberculosis FBA inhibitors: GDH-TPI coupled enzymes; AID 588335; GDH-TPI coupled enzyme counterscreen, NADH absorbance; inhibition, % at 4.8 µM; 1.2% of 360,000 active;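 further: 0% = DMSO wells and 100% = wells lacking the enzyme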
UGM FP inh – Mtb UDP-galactopyranose mutase inhibition; 0.06% of 320,000 active; AID 504406; inhibition, % at 10 µM; purified UGM, fluorescence polarization probe displacement; P9WIQ1; in the data active means inhibition above about 10%, passing the limit was not always enough; inconclusive means no clear call, values can overlap the other calls
Target sequence (P9WIQ1 whole entry, looked up): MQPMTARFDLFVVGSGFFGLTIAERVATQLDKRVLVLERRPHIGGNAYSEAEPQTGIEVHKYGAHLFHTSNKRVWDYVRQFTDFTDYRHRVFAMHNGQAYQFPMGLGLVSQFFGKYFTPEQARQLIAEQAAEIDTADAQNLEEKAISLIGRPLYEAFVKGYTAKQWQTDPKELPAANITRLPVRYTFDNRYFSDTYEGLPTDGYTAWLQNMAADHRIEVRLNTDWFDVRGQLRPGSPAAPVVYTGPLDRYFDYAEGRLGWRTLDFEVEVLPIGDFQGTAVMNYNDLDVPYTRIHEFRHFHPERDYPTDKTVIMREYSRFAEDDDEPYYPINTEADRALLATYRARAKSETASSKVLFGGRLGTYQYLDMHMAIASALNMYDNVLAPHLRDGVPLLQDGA
Mtb FBA inh – inhibitors of M. tuberculosis fructose-bisphosphate aldolase; purified M. tuberculosis FBA, fluorescence read-out; inhibition, % at 1 µM; P9WQA3; AID 588726; 2.3% of 360,000 active; in the data active means inhibition above about 27%;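 further: 0% = vehicle and 100% = reference inhibitor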
Target sequence (P9WQA3 whole entry, looked up): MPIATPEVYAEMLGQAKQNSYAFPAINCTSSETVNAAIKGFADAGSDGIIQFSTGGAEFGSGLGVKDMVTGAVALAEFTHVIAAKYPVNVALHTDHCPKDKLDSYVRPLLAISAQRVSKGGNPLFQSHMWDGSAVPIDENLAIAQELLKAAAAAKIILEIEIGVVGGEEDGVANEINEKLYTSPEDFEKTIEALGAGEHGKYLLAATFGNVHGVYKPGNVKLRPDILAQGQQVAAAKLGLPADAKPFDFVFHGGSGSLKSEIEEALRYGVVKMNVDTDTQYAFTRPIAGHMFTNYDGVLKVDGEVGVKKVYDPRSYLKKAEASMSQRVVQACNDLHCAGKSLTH
Rv3671c protease – Rv3671c (M. tuberculosis) protease inhibition; inhibition, % at 5.96 µM; 0.048% of 320,000 active; AID 2606; in the data active means inhibition above about 38%;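 further: extracellular domain of Rv3671c used as enzyme; 0% = enzyme with DMSO and 100% = no enzyme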
BoNT-F LC inh – blocks Botulinum neurotoxin F light chain protease. Multiplex microsphere protease cleavage assay, flow cytometry. inhibition, % at 10 µM. 0.22% of 360,000 active. AID 588497; in the data active means inhibition above about 35%, passing the limit was not always enough; inconclusive means no clear call, values can overlap the other calls; further: plate controls were buffer without enzyme for full effect and enzyme alone for no effect
MazF activator – activators of E. coli MazEF toxin-antitoxin RNase | 0.32% of 350,000 active | FAM/BHQ RNA-DNA oligo cleavage fluorescence, 5 h | AID 504720 | activation, % at 20 µM | P0AE70; in the data active means activation above about 50%
Target sequence (P0AE70 whole entry, looked up): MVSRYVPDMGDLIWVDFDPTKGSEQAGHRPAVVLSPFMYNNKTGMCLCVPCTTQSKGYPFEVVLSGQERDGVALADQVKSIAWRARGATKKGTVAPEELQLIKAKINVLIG
CCHF vOTU inh – CCHFV vOTU protease inhibition; Pep-AMC fluorescence; inhibition, % at 11.5 µM; 0.55% of 370,000 active; AID 651958; further: 0% = vehicle wells with enzyme and 100% = no enzyme wells
DUSP3 inh – inhibitors of human VHR1 phosphatase (DUSP3). P51452. recombinant VHR phosphatase, pNPP absorbance. inhibition, % at 13.3 µM. 0.52% of 290,000 active; in the data active means inhibition above about 50%; further: some compounds called inactive have numbers as strong as hits
Target sequence (P51452 whole entry, looked up): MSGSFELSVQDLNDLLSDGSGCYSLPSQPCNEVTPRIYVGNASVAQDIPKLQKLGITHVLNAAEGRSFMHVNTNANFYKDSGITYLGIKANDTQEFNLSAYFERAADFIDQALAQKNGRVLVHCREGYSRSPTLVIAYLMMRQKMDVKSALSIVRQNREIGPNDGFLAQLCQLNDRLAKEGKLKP
Mtb BioA inh – blocks M. tuberculosis BioA enzyme activity. purified M. tuberculosis BioA enzyme, plate reader. inhibition, % at 9.99 µM. 0.096% of 360,000 active; in the data active means inhibition above about 40%; inconclusive means no clear call, values can overlap the other calls
FadD28 binding – M. tuberculosis FadD28 bisubstrate binding inhibition | 0.22% of 360,000 active | inhibition, % at 12.5 µM | FadD28 bisubstrate probe binding, fluorescence polarization | AID 588549; in the data active means inhibition above about 8.5%, passing the limit was not always enough; inconclusive means no clear call, values can overlap the other calls
* hit, by the source's call; ? = inconclusive; / = not tested or not shown. Unless noted, no stated cut-off is given here; in the data, active means inhibition above about 30%; inactive means the rest. Hits appear at their usual frequency; any-hit rate near 4.9%.

| cpd | structure | GDH-TPI counter | UGM FP inh | Mtb FBA inh | Rv3671c protease | BoNT-F LC inh | MazF activator | CCHF vOTU inh | DUSP3 inh | Mtb BioA inh | FadD28 binding |
| --- | --- | --- | --- | --- | --- | --- | --- | --- | --- | --- | --- |
| 1 | CCOc1ccccc1OCC(=O)O | 4 | 3.1 | 0 | 0 | 2 | -2 | 0 | 36 | -0.7 | -0.6 |
| 2 | O=S(=O)(/N=C(/NS(=O)(=O)c1ccccc1)c1ccccc1)c1ccccc1 | 1 | -0.2 | 1 | -8 | -4 | 5 | 7 | 20 | -1.5 | -3.2 |
| 3 | O=C(O)c1ccc(CN2C[C@@H](CO)O[C@@H](n3cnc4c(NCc5ccc(F)cc5)ncnc43)C2)cc1 | 7 | / | -4 | / | -2 | / | 12 | / | 0.4 | -2.0 |
| 4 | O=[N+]([O-])c1ccc(N2CCCCCC2)c(S(=O)(=O)N2CCCCC2)c1 | 15 | -1.9 | -2 | -20 | 18 | 0 | 19 | 17 | -1.3 | -3.3 |
| 5 | Cc1c(Br)c([N+](=O)[O-])nn1CCCC(=O)Nc1sc2c(c1C(N)=O)CCC(C)C2 (centres undefined) | 6 | 1.3 | 3 | 1 | -14 | 4 | -1 | -13 | / | -1.0 |
| 6 | NC(=O)C1CCCN(C(=O)CN2C(=O)NC(c3ccccc3)(c3ccccc3)C2=O)C1 (centres undefined) | -10 | / | -1 | / | 9 | 4 | 9 | / | -1.8 | -3.5 |
| 7 | CCOC(=O)c1cnn2c(C(F)F)cc(C3CC3)nc12 | 0 | -1.0 | 4 | -6 | 8 | 4 | 23 | 13 | / | 1.0 |
| 8 | N[C@H]1C(O)O[C@H](CO)[C@@H](O)[C@@H]1O (some centres undefined) | 1 | 2.1 | -2 | 4 | -18 | 2 | -3 | / | 1.6 | -1.0 |
| 9 | COCc1cc(C)nc(SCc2ccccc2Cl)c1C#N | 6 | 0.1 | -1 | 2 | -12 | -13 | -5 | 44 | / | -0.8 |
| 10 | O=C(/C=C\c1ccc2c(c1)OCO2)CC1(O)C(=O)Nc2ccccc21 (centres undefined) | 30 | 3.5 | 1 | -7 | -4 | -1 | -9 | 17 | -3.0 | -4.6 |
| 11 | Cc1cc(-c2n[nH]c(=S)n2Cc2ccccc2)cs1 | 12 | 2.4 | 0 | -7 | -4 | 5 | 9 | -5 | / | 0.7 |
| 12 | CCOC(=O)NC(Nc1sc2c(c1C(N)=O)CCCC2)(C(=O)OCC)C(F)(F)F (centres undefined) | 12 | 2.4 | -1 | 0 | 8 | 3 | -9 | 36 | -1.1 | 0.3 |

Values by screen from the list:
Compounds 4–12 in UGM FP inh: -1.9, 1.3, /, -1.0, 2.1, 0.1, 3.5, 2.4, 2.4
Compounds 4–12 in MazF activator: 0, 4, 4, 4, 2, -13, -1, 5, 3

Other results follow.
| cpd | structure | GDH-TPI counter | UGM FP inh | Mtb FBA inh | Rv3671c protease | BoNT-F LC inh | MazF activator | CCHF vOTU inh | DUSP3 inh | Mtb BioA inh | FadD28 binding |
| --- | --- | --- | --- | --- | --- | --- | --- | --- | --- | --- | --- |
| 13 | O=C(NCc1ccc(F)cc1)C1CC(=O)N(CCc2ccccc2)C1 (centres undefined) | -14 | -1.5 | 4 | -8 | 1 | 2 | 6 | 13 | / | 2.1 |
| 14 | CCOC(=O)Cn1c(=O)cc(C)c2ccccc21 | 8 | 0.3 | 4 | 0 | -2 | -11 | -2 | 2 | / | -1.1 |
| 15 | Cc1ccc(OCc2nc(C#N)c(N3CCCCC3)o2)cc1 | 9 | -1.4 | 0 | -3 | 4 | 6 | 4 | 14 | / | -3.5 |
| 16 | CCCCOC(=O)CSc1nnc(-c2ccc(Cl)cc2Cl)o1 | -6 | -0.3 | -4 | -6 | 1 | 6 | 7 | 6 | 0.5 | -4.1 |
| 17 | COc1ccc(-c2csc(NC(=O)Cc3cc(OC)c(OC)c(OC)c3)n2)cc1OC | 0 | -0.5 | 2 | -8 | -10 | 4 | 9 | 12 | 0.0 | 0.4 |
| 18 | CS(=O)(=O)c1nc(S(=O)(=O)c2ccc(Cl)cc2)c(N2CCN(CCO)CC2)s1 | 10 | -2.8 | -3 | -4 | 8 | 1 | 15 | 19 | 0.9 | -3.5 |
| 19 | COc1ccc(-c2nc(C#N)c(NCc3ccco3)o2)cc1 | -2 | 2.1 | 117* | 6 | -2 | 4 | -25 | 9 | -0.3 | -2.9 |
| 20 | COc1ccc(C2=Nn3c(nnc3-c3ccccc3F)SC2)cc1OC1CCOC1 (centres undefined) | 20 | -0.2 | 5 | 0 | 0 | 5 | 4 | / | -3.3 | 0.7 |
| 21 | Cc1cccc(NC(=O)CNC(=O)c2cc(C3CC3)nn2-c2ccccc2)c1C | -3 | / | 6 | / | 9 | 9 | 11 | / | -1.6 | 0.2 |
| 22 | C=CCn1c(O)c(C(C)=Nc2ccc(C(=O)O)cc2)c(=O)[nH]c1=O | -2 | -0.3 | 2 | 8 | -7 | 3 | 13 | -2 | 2.5 | -1.5 |
| 23 | CC(C)Oc1cccc(NC(=O)C2(C)CCCN(C)C2)c1 (centres undefined) | 7 | / | 1 | / | 4 | / | 10 | / | -1.9 | -0.2 |
| 24 | O=C1c2ccccc2S(=O)(=O)c2cc(C(=O)N(c3ccccn3)c3ccccn3)ccc21 | -7 | -1.1 | 4 | -1 | 5 | -1 | 8 | 22 | 0.8 | -1.2 |

Some of the entries so far, with one line to a screen.
[3] O=C(O)c1ccc(CN2C[C@@H](CO)O[C@@H](n3cnc4c(NCc5ccc(F)cc5)ncnc43)C2)cc1
[12] CCOC(=O)NC(Nc1sc2c(c1C(N)=O)CCCC2)(C(=O)OCC)C(F)(F)F (centres undefined)
Assay by compound	3	12
GDH-TPI counter	7	12
UGM FP inh	/	2.4
Mtb FBA inh	-4	-1
Rv3671c protease	/	0
BoNT-F LC inh	-2	8
MazF activator	/	3
CCHF vOTU inh	12	-9
DUSP3 inh	/	36
Mtb BioA inh	0.4	-1.1
FadD28 binding	-2.0	0.3

The listing continues:
| cpd | structure | GDH-TPI counter | UGM FP inh | Mtb FBA inh | Rv3671c protease | BoNT-F LC inh | MazF activator | CCHF vOTU inh | DUSP3 inh | Mtb BioA inh | FadD28 binding |
| --- | --- | --- | --- | --- | --- | --- | --- | --- | --- | --- | --- |
| 25 | CCOC(=O)CC(=O)CSc1nc2ccc(C)cc2cc1C#N | 9 | 1.3 | -3 | -1 | 3 | -62 | 5 | 3 | 4.7 | 3.9 |
| 26 | C=CCN(CC=C)S(=O)(=O)c1ccc2nc(NC(=O)C3CCCO3)sc2c1 (centres undefined) | 8 | 2.5 | 2 | -4 | 2 | -5 | -10 | -7 | / | -2.0 |
| 27 | O=S(=O)(c1ccc(Cl)cc1)c1cc(O)ccc1O | 12 | -2.5 | 1 | -1 | 10 | 2 | 8 | 18 | -0.7 | -0.3 |
| 28 | C=C[C@@]1(C)CCC(/C(C)=C/C=C/C(C)(C)O)C[C@@H]1C(=C)C (some centres undefined) | 15 | -3.9 | 6 | 8 | -4 | 5 | 18 | / | -1.9 | -0.1 |
| 29 | S=C(Nc1ccc(-c2nc3ccccc3[nH]2)cc1)Nc1cccnc1 | 11 | -0.9 | 89* | -4 | -3 | -10 | -18 | -14 | 4.4 | -9.5 |
| 30 | COc1ccccc1NS(=O)(=O)c1cc(NC(=O)C2CCC2)ccc1N1CCCCC1 | 1 | 3.0 | 1 | -63 | -3 | -10 | 2 | 21 | -2.3 | -0.3 |
| 31 | Clc1ccc(-n2nnc(-c3cccnc3Cl)n2)cn1 | 12 | 2.5 | 5 | -3 | -10 | -3 | 3 | 14 | 1.3 | 0.3 |
| 32 | O=C1CCC2CCCCC2(O)O1 (centres undefined) | 0 | -0.3 | 3 | 4 | / | -13 | 12 | 26 | -2.1 | -0.4 |
| 33 | CC(Sc1nc(-c2ccccc2)cs1)C(=O)Nc1ccc(Cl)cn1 (centres undefined) | 4 | -2.0 | -2 | -27 | -29 | 0 | -1 | 18 | / | -1.7 |
| 34 | CCN(C(=O)C12CC3CC(CC(C3)C1)C2)C1CCS(=O)(=O)C1 (centres undefined) | -7 | -0.7 | -5 | -1 | -9 | 4 | 2 | / | -0.1 | -2.1 |
| 35 | Cc1ncc(CO)c2cc(C(=O)Nc3ccccc3Cl)c(=Nc3cccc(C(N)=O)c3)oc12 | 2 | 0.8 | 0 | -4 | 9 | 2 | -12 | 44 | 3.6 | -2.3 |
| 36 | COC(=O)C1=NN(C(=O)c2ccc(C)cc2)C(O)(c2ccc(Cl)cc2)C1 (centres undefined) | / | 4.4 | / | 24 | / | -13 | / | 25 | / | / |
| 37 | CCN(CC)S(=O)(=O)c1ccc2[nH]cc(C(=O)NCCc3ccccc3)c(=O)c2c1 | 7 | -1.9 | 6 | -20 | -1 | 4 | 16 | -17 | -1.1 | -1.5 |
| 38 | Cn1c2c(c(=O)n(C)c1=O)CN(Cc1ccc3c(c1)OCO3)CN2 | -10 | 0.2 | 9 | -6 | 28 | -3 | 9 | 24 | 5.3 | 0.1 |
| 39 | COc1ccccc1/C=C/C(=O)Nc1ccc2c(c1)CCC2 | 21 | 0.7 | -2 | -23 | -9 | -4 | 21 | 4 | / | -1.9 |
| 40 | NC(=O)c1ncc(C(F)(F)F)cc1Oc1cccc(C(F)(F)F)c1 | -6 | -2.0 | 0 | -1 | ? | 3 | 14 | 2 | 1.0 | -4.1 |
| 41 | CC(=O)NS(=O)(=O)c1ccc(NC(=O)CSc2ccc(C)cc2)cc1 | 4 | 3.1 | -1 | 22 | 0 | -9 | 18 | 1 | -1.4 | 0.9 |
| 42 | CSc1nsc(SC)c1C(=O)NCCNS(=O)(=O)c1ccc(C)cc1 | -2 | -0.9 | -1 | 2 | 0 | -1 | 9 | -2 | -0.5 | 0.0 |
| 43 | COCCCn1c(SCC(=O)Nc2cccc(C)n2)nnc1-c1ccco1 | -2 | 3.1 | 0 | -4 | 3 | 7 | 9 | -16 | -0.8 | -3.6 |
| 44 | CC(C)(C)NNC(=S)Nc1cccc(C(F)(F)F)c1 | -1 | -2.9 | 0 | -1 | / | 10 | 21 | 6 | -0.6 | -3.7 |
| 45 | CCc1sc(C(=O)NCc2cc(C)n(C)n2)cc1Br | 3 | -1.0 | 5 | 2 | -3 | -4 | -4 | 0 | 3.3 | -0.1 |
| 46 | CN(C(=O)CN1C(=O)/C(=C/c2ccccc2Cl)SC1=S)C1CCS(=O)(=O)C1 (centres undefined) | -2 | 0.7 | -1 | -2 | -8 | 7 | -7 | 8 | / | 0.3 |
| 47 | O=C(O)c1cccnc1 | 3 | -3.1 | 11 | 4 | -3 | 11 | -1 | 9 | -0.1 | -1.1 |
| 48 | COC(=O)[C@@]1(Cc2ccc(OC)cc2)[C@@H]2C(=CC(=O)[C@H]2CC(=O)C(=O)N2CCCC2)CN1C(=O)c1ccccc1 | -4 | -0.5 | 4 | 6 | -2 | 1 | / | -3 | -3.8 | -0.1 |
| 49 | CC1(C(=O)NS(=O)(=O)c2cccc(C#N)c2)CCN1C(=O)c1ccco1 (centres undefined) | 7 | / | -4 | / | 7 | / | -1 | / | -1.1 | -4.1 |

Three compounds from above, ordered by formula weight, descending.
| cpd | structure | GDH-TPI counter | UGM FP inh | Mtb FBA inh | Rv3671c protease | BoNT-F LC inh | MazF activator | CCHF vOTU inh | DUSP3 inh | Mtb BioA inh | FadD28 binding |
| --- | --- | --- | --- | --- | --- | --- | --- | --- | --- | --- | --- |
| 10 | O=C(/C=C\c1ccc2c(c1)OCO2)CC1(O)C(=O)Nc2ccccc21 (centres undefined) | 30 | 3.5 | 1 | -7 | -4 | -1 | -9 | 17 | -3.0 | -4.6 |
| 22 | C=CCn1c(O)c(C(C)=Nc2ccc(C(=O)O)cc2)c(=O)[nH]c1=O | -2 | -0.3 | 2 | 8 | -7 | 3 | 13 | -2 | 2.5 | -1.5 |
| 19 | COc1ccc(-c2nc(C#N)c(NCc3ccco3)o2)cc1 | -2 | 2.1 | 117* | 6 | -2 | 4 | -25 | 9 | -0.3 | -2.9 |
